Peg3 imprint – genomic imprint erasure induction. mouse ES Peg3-LacZ reporter, beta-gal luminescence, 40 h. Potency, µM (doses to about 60.7 µM), for inactives: top-dose activity change, positive = activation, most hits filed as activators. 110,000 compounds, 0.02% hits. AID 1948;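 also: 0% = negative control wells on the plate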
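Gelatin-coated wells received 300 freshly trypsinized female ES cells with a Peg3LacZ-Neo reporter on the maternal allele, then incubated 40 hours at 37C. BetaGlo was added for 5 minutes at room temperature before a single luminescence read.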
IkB sig inh – suppresses IkB signaling in ABC-DLBCL reporter cells | ABC-DLBCL IkBa-CBG/CBR dual luciferase ratio, 4 h; response scale: scaled: untreated 0%, proteasome inhibitor 100% | Potency, µM (doses to about 57.1 µM), for the others: at the highest dose IkBa stabilization activation | 110,000 compounds, 0.04% hits; active = well fitted curve in the direction sought with a large enough effect in the signal ratio, not every such curve was filed as active; inconclusive = small, poorly fitted or top-dose-only effect, or a change in a side signal; the % refers to the signal ratio;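 also: the direction sought is a rising ratio; 0% = basal untreated cells and 100% = reference inhibitor full response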
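In this assay, an IκBα–CBG68 fusion accumulates when IKK-driven degradation is blocked; native CBR normalizes for cell number. OCI-Ly3 cells were treated 4 h with compound and doxycycline, then green and red light read after Chroma-Glo addition.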
p53ts 32C tox – cytotoxicity in p53ts cells at permissive temperature | H1299-p53A138V at 32C, ATP luminescence viability, 24 h | Potency, µM (top dose mostly 46.1 µM), inactives show top-dose activity change, negative = cytotoxicity, usual class: cytotoxic | 130,000 compounds, 0.93% hits | AID 924;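 also: 0% = DMSO and -100% = full killing by reference compound; nearly all actives have a fitted effect of over 55% in size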
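H1299-p53 A138V cells (temperature-sensitive p53) exposed 24 h to up to 46 uM compound at 32C, where p53 is wild-type in conformation. Viability read as ATP luminescence and normalised to DMSO and 100 uM tamoxifen. AC50 fitted with the Hill equation.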
p53ts 39C tox – kills p53ts cells at the nonpermissive temperature; H1299-p53A138V viability at 39C, ATP luminescence, 24 h; Potency, µM (doses to about 46.1 µM), for inactives: top-dose activity change, negative = cell killing, actives largely listed as cytotoxic; 130,000 compounds, 1.5% hits; AID 902; also: nearly all actives have a fitted effect of over 55% in size
An asterisk follows results filed as active; u = inconclusive; x = no result given; [ ] = remark or other dose. Unless noted, calls follow the shape of the dose curve; as a rule, active = well fitted curve in the direction sought with a large enough effect; inconclusive = small, poorly fitted or top-dose-only effect, or another doubt; inactive = no such curve, though single readings can be large; an effect the other way counts as inactive or inconclusive. Unless noted, % is scaled to controls: 0 for no effect and ±100 for the full control effect; potency is read from the fitted curve at half-maximal effect.

entry | molecule | Peg3 imprint | IkB sig inh
1 | CCNc1ncc2nc(-c3cccs3)c(=O)n(-c3ccccc3)c2n1 | u | -2.4%[11.4 µM]
2 | O=C(Cc1ccc([N+](=O)[O-])cc1)Nc1cccc(C(F)(F)F)c1 | x | x
3 | CC(=O)Nc1sc(N/N=C\c2ccco2)nc1-c1cccs1 | x | x
4 | CSc1nn(Cc2ccc(C)cc2)c(N)c1S(=O)(=O)c1ccccc1 | -2%[10.9 µM] | u
5 | COc1ccccc1NC(=O)CSC1CC(=O)N(c2ccc3c(c2)OCO3)C1=O (stereo unspecified) | -10% | 2.9%
6 | CCC(C)(C)n1nnnc1C(C(C)C)N1CCN(C)CC1 (stereo unspecified) | -10% | 0.1%
7 | COc1ccc(NC(=O)c2cc3ccccc3o2)c(OC)c1 | -12%[10.9 µM] | 31%
8 | CC1Cn2c(nc3sc4c(c3c2=O)CCC4)N1CCO (stereo unspecified) | -38%[inhibitor] | -1.8%

entry | p53ts 32C tox | p53ts 39C tox
1 | 2% | -7%
2 | -5% | -26%
3 | 0% | 8%
4 | 60%[activator] | -13%
5 | 8% | 8%
6 | -9% | -7%
7 | -23% | u
8 | 3% | 4%

Next section
entry | molecule | Peg3 imprint | IkB sig inh
9 | CCn1c(SCc2ccc(C(=O)OC)o2)nc2sc3c(c2c1=O)CCCC3 | -2% | 1.7%
10 | O=S(=O)(c1cccs1)N1CCc2ccccc2C1 | -7% | -0.7%
11 | COC(=O)c1c(NC(=O)CCCOc2ccc(C(C)(C)C)cc2)sc2c1C(C(=O)OC)CC2 (stereo unspecified) | -11%[10.9 µM] | u
12 | COc1ccc(C(CC(=O)O)NC(=O)Cc2ccccc2)cc1 (stereo unspecified) | 16% | -0.6%
13 | Cc1ccc(S(=O)(=O)NCC(c2ccc(N(C)C)cc2)N2CCc3ccccc32)cc1C (stereo unspecified) | 22%[10.9 µM] | u
14 | Cn1c(SCC(=O)NC2CC2)nnc1C(F)(F)F | -2% | -0.3%
15 | Cc1nc2sccn2c1-c1nc(-c2cc3ccccc3o2)cs1 | -16% | u
16 | Cc1cccc2cc(C#N)c(N3CCN(C)CC3)nc12 | -9% | -0.8%

entry | p53ts 32C tox | p53ts 39C tox
9 | -22% | -23%
10 | 7% | 7%
11 | -15% | -20%
12 | -2% | -2%
13 | -1% | 0%
14 | 4% | -9%
15 | -24% | u
16 | -9% | 3%

Later entries:
entry | molecule | Peg3 imprint | IkB sig inh
17 | CCOc1ccc(CCNC(=O)c2cc(=O)[nH]c3ccc(S(=O)(=O)N4CCCCC4C)cc23)cc1OCC (stereo unspecified) | -12%[10.9 µM] | -4.1%
18 | O=C(c1ccc(Br)o1)N(c1ccc(Br)cc1)C1C=CS(=O)(=O)C1 (stereo unspecified) | -11% | 0.0%
19 | COc1ccc(Cl)cc1NC(=O)CSc1nnc2[nH]c(=O)cc(C)n12 | 15%[10.9 µM] | u
20 | CC(=O)N1CCN(C(=O)Nc2cccc(C(F)(F)F)c2)CC1 | -7% | 0.5%
21 | Cc1cc(OCC(=O)C(C)(C)C)c2c(C)c(C)c(=O)oc2c1 | -13% | -1.0%
22 | COCCNC(=O)C1(C)C=CC2(CCCCC2)N1C(=O)c1ccccc1 (stereo unspecified) | -4% | x
23 | CCc1ccccc1N(C)C(=O)Cn1cnc2sc(C)c(S(=O)(=O)N3CCN(c4ncccn4)CC3)c2c1=O | 10%[10.9 µM] | -0.3%
24 | CCOc1ccc(-c2[nH]ncc2Oc2ccccc2OC)c(O)c1 | -12% | 7.1%

entry | p53ts 32C tox | p53ts 39C tox
17 | 19% | 25%
18 | -25% | -7%
19 | -2% | 3%
20 | -3% | 1%
21 | -5% | -5%
22 | -2% | -22%
23 | 6% | -1%
24 | 13% | -28%

Carrying on.
entry | molecule | Peg3 imprint | IkB sig inh
25 | O=C(OCCN1C(=O)c2ccccc2C1=O)c1ccc(S(=O)(=O)N2CCCCCC2)cc1 | -9% | 0.9%
26 | O=C(c1ccco1)N1CCN(c2nc3ccccc3c(=O)n2-c2ccccc2)CC1 | -15% | -0.6%
27 | COc1ccc(Cl)cc1NC(=O)C1CCN(S(=O)(=O)c2ccc3c(c2)CCCN3C(=O)C2CCC2)CC1 | -8%[10.9 µM] | 0.0%
28 | CCN(CC)C1CCCCC1NS(=O)(=O)c1ccc(Cl)cc1 (stereo unspecified) | 15% | -2.3%
29 | Cc1cccc(Cn2c(SCC(=O)Nc3ccccc3)nc3c2c(=O)[nH]c(=O)n3C)c1 | -10% | 8.1%
30 | CC[C@@]1(O)C(=O)OCc2c1cc1n(c2=O)Cc2cc3c(CN(C)C)c(O)ccc3nc2-1 | -34%[inhibitor][10.9 µM] | u
31 | CCC(c1nnnn1CC1CCCO1)N(CCN1CCOCC1)Cc1cc2cc(C)ccc2[nH]c1=O (stereo unspecified) | 0% | 0.6%
32 | N#Cc1cc2c(nc1SCC(=O)NCc1ccc3c(c1)OCO3)CCCCC2 | -17% | -1.1%

entry | p53ts 32C tox | p53ts 39C tox
25 | 5% | 5%
26 | 6% | 8%
27 | -1% | -5%
28 | 3% | -6%
29 | 2% | -9%
30 | -23%[9.22 µM] | -29%[9.22 µM]
31 | -5% | 3%
32 | 5% | -8%

Remaining list, next part.
entry | molecule | Peg3 imprint | IkB sig inh
33 | Cc1ccc(O)c(NC(=O)CCC2CCCCC2)c1 | x | x
34 | COc1ccccc1CCN1COc2c(cc3c(C)c(C)c(=O)oc3c2C)C1 | -10%[10.9 µM] | -0.9%
35 | O=C(CCc1cn(Cc2ccc(F)cc2)c2ccccc12)NC1CCCCC1 | -19%[10.9 µM] | u
36 | CCOc1ccc(C(=O)NCC(=O)OCC(=O)c2ccc3c(c2)-c2ccccc2C3)cc1 | x | x
37 | O=c1[nH]c2ccc(S(=O)(=O)Nc3cc(Cl)ccc3O)cc2o1 | -7%[10.9 µM] | u
38 | CC1CCc2cccc3c2N1c1cc(C#N)c(C#N)cc1O3 (stereo unspecified) | -1% | -2.1%
39 | Cc1[nH]c2ccc(S(N)(=O)=O)cc2c1C | 1% | 0.6%
40 | COc1cc2cc(CNc3ccccc3)c(=O)n(CC(=O)Nc3ccccc3)c2cc1OC | -3%[10.9 µM] | u

entry | p53ts 32C tox | p53ts 39C tox
33 | -19% | -25%
34 | 0% | -25%
35 | 1% | -15%
36 | -23% | 13%
37 | 9% | -1%
38 | 0% | 12%
39 | 1% | 9%
40 | -1% | 4%

Next section
entry | molecule | Peg3 imprint | IkB sig inh
41 | CCC(C)(C)NC(=O)/C=C/c1cccs1 | x | x
42 | CC(C)c1ccccc1Oc1c(C(F)(F)F)oc2c(CN3CCN(C)CC3)c(O)ccc2c1=O | -7%[10.9 µM] | u
43 | Cc1noc2nc(C(=O)O)nc(N3CCCCC3)c12 | 21%[10.9 µM] | u
44 | O=C(Nc1nc(-c2cccs2)cs1)c1cccc(S(=O)(=O)N2CCCCC2)c1 | -18% | u
45 | CC(C)c1nn2c(=O)cc(COC(=O)CNC(=O)c3ccccc3)nc2s1 | -8%[10.9 µM] | -5.0%
46 | COC(=O)c1c(SC)nc2ccccc2c1OCc1ccc(C)cc1C | -3%[10.9 µM] | u
47 | O=C(Cc1cccs1)Nc1nnc(-c2ccncc2)s1 | x | x
48 | O=C(CCC(=O)NC1CCN(Cc2ccccc2)CC1)NCc1ccco1 | 8% | 6.4%

entry | p53ts 32C tox | p53ts 39C tox
41 | -15% | 4%
42 | -2% | -17%
43 | 2% | -11%
44 | 7% | -4%
45 | 2% | -5%
46 | -6% | -9%
47 | 21% | 21%
48 | -1% | -1%

Following part:
entry | molecule | Peg3 imprint | IkB sig inh
49 | CC(=O)c1cccc(S(=O)(=O)N2CCCC(c3nc(-c4ccc(C)o4)no3)C2)c1 (stereo unspecified) | -13% | 7.9%
50 | CCOc1ccc(OCC)c(NC(=O)CCc2c(C)nc3c(c2C)c(=O)n(C)c(=O)n3C)c1 | -4%[10.9 µM] | -1.8%
51 | COc1ccc(CCn2c(=O)c3cccnc3n(CC(=O)Nc3c(C)cccc3C)c2=O)cc1OC | -10%[10.9 µM] | 0.8%
52 | CCc1nc(Nc2ccc(OC)c(OC)c2)c2nnn(Cc3ccccc3Cl)c2n1 | x | x
53 | Cc1cccc(NC(=O)c2cccs2)n1 | -62%[inhibitor] | -1.3%
54 | Cc1nc2cc(N3CCN(C)CC3)c(NC(=O)Cc3ccccc3)cc2c(=O)n1Cc1ccccc1 | -24% | 1.8%
55 | CC(C)Cn1c(SCC(=O)NC(=O)NC2CCCC2)nc2ccccc21 | -16% | u
56 | O=C1CSC2(C(=O)N(Cc3ccccc3)c3ccccc32)N1c1ccc(Cl)cc1 (stereo unspecified) | -4%[10.9 µM] | 8.7%

entry | p53ts 32C tox | p53ts 39C tox
49 | -3% | -10%
50 | 4% | -10%
51 | 2% | -6%
52 | 7% | 3%
53 | -5% | -7%
54 | -2% | -6%
55 | 29% | 11%
56 | 15% | 22%

(list continues)
entry | molecule | Peg3 imprint | IkB sig inh
57 | CCn1c(CCC(=O)Nc2nc3c(s2)CCCC3)nc2cc(S(=O)(=O)N(C)C)ccc21 | 0% | u
58 | CC(=O)N1C(=O)C2(C(C#N)=C(N)Oc3n[nH]c(-c4ccccn4)c32)c2ccccc21 (stereo unspecified) | 4% | 1.7%
59 | O=C(NCC(c1ccc2c(c1)OCO2)N1CCOCC1)C(=O)Nc1ccc(Cl)cc1 (stereo unspecified) | -12%[10.9 µM] | u
60 | CCCNC(=O)CSc1cn(CC(=O)N2CCCCCC2)c2ccccc12 | -15%[10.9 µM] | 1.9%
61 | COc1ccc(C2=NS(=O)(=O)N(C)C(C(=O)NCc3ccccc3)=C2)cc1OC | -8%[10.9 µM] | u
62 | CCCN(CCC)CCCNC(=O)Cn1ncc2c3ccccc3n(Cc3ccc(F)cc3)c2c1=O | -8%[10.9 µM] | u
63 | COCCn1c(C)cc(O)c(C(c2ccc(F)cc2)N2CCN(c3ccccc3)CC2)c1=O (stereo unspecified) | -7%[10.9 µM] | 0.0%
64 | Cc1ncsc1C(=O)Nc1nc2c(s1)CC(C)CC2 (stereo unspecified) | -88%[inhibitor] | u

entry | p53ts 32C tox | p53ts 39C tox
57 | 29% | -13%
58 | -2% | -9%
59 | 16% | -10%
60 | -3% | -12%
61 | -17% | u
62 | 2% | -5%
63 | -5% | 1%
64 | u | 16µM*

(more compounds)
entry | molecule | Peg3 imprint | IkB sig inh
65 | CCOC(=O)c1cc(-c2ccc(F)cc2)n(CCC(=O)Nc2nc3ccc(OC)cc3s2)c1C | -12%[10.9 µM] | u
66 | C=CCn1c(SCC(=O)Nc2cc(C)ccc2OC)nnc1-c1ccco1 | 0% | 2.1%
67 | COC(=O)c1ccc(NC(=O)CSc2cn(CC(=O)N3CCCCC3)c3ccccc23)cc1 | -19%[10.9 µM] | u
68 | CCOc1ccc(-n2ccnc2SCC(=O)NCc2ccc3c(c2)OCO3)cc1 | -5% | u
69 | Nc1nc2c(s1)CC(c1ccccc1)CC2 (stereo unspecified) | -11% | 1.9%
70 | O=C(NCc1ccc(F)cc1)c1cc(-c2cccs2)on1 | -14% | -2.4%
71 | COc1cc(CN2CCN(c3cccc(C)c3C)CC2)cc(Br)c1O | -37%[inhibitor] | u
72 | CC(C)CCCC(C)C1CCC2C3CC[C@H]4CC(=O)CC[C@@]4(C)C3CC[C@@]12C (stereo partly specified) | u | x
73 | COC(=O)NC1CSCC1OC(=O)CCN1C(=O)c2ccccc2C1=O (stereo unspecified) | -7% | 0.7%

entry | p53ts 32C tox | p53ts 39C tox
65 | 14% | 2%
66 | -4% | 8%
67 | -1% | -13%
68 | -2% | -4%
69 | -14% | -21%
70 | 1% | -9%
71 | u | -13%
72 | 6% | 6%
73 | 5% | -2%

Full records from above. Screens in order: Peg3 imprint, IkB sig inh, p53ts 32C tox, p53ts 39C tox
O=C(NCc1ccc(F)cc1)c1cc(-c2cccs2)on1 is listed as -14%, -2.4%, 1%, -9%
COC(=O)NC1CSCC1OC(=O)CCN1C(=O)c2ccccc2C1=O (stereo unspecified) is listed as -7%, 0.7%, 5%, -2%
Nc1nc2c(s1)CC(c1ccccc1)CC2 (stereo unspecified) is listed as -11%, 1.9%, -14%, -21%
C=CCn1c(SCC(=O)Nc2cc(C)ccc2OC)nnc1-c1ccco1 is listed as 0%, 2.1%, -4%, 8%
CCOC(=O)c1cc(-c2ccc(F)cc2)n(CCC(=O)Nc2nc3ccc(OC)cc3s2)c1C is listed as -12%[10.9 µM], u, 14%, 2%
